# SENP1 inh: inhibitors of human SENP1 SUMO protease catalytic domain | Q9P0U3 | inhibition, % at 10 µM | 360,000 compounds, 0.21% hits | recombinant SENP1 catalytic domain, CyPet-SUMO1-YPet FRET cleavage;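 active means inhibition at least 30% at 10 µM, raw YFP signal under a set limit, fluorescence ratio 0.5 to 1.5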;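 further: 0% = enzyme with DMSO and 100% = no enzyme wells; some results filed as inactive read as strong as hits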
#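 material = recombinant human SENP1 catalytic domain, His6-tagged | quantity = 20 pM enzyme | reagent = 25 nM SUMO1 FRET substrate | compound dosing = 10 µM single point, 0.5% DMSO | timing = 50 min enzyme reaction, room temperature, light-protected | detection = FRET, CFP and YFP emission | control set = no-enzyme low, enzyme-DMSO high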
# PfGluPho inh: PfG6PD (Plasmodium falciparum) enzyme inhibition. PfGluPho enzyme, NADPH resazurin-diaphorase fluorescence. inhibition, % at 20 µM. 350,000 compounds, 0.78% hits;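 active means inhibition reaching at least a set limit at 20 µM in the primary screen, cut at about 59% in these data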;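 further: 0% = DMSO wells with substrate and 100% = DMSO wells lacking glucose-6-phosphate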
# SENP8 block-1: SENP8 protease inhibition. purified SENP8, Z-RLRGG-aminoluciferin cleavage, luminescence. inhibition, % at 10 µM. AID 2540. Q96LD8. 330,000 compounds, 1.2% hits; in the data active means inhibition above about 50%
# SENP8 block-2: inhibitors of human SENP8 protease; Q96LD8; recombinant SENP8, Nedd8 substrate fluorescence; inhibition, % at 20 µM; 360,000 compounds, 0.64% hits; AID 602440; in the data active means inhibition mostly above about 40%, no sharp cut-off; inactive means mostly below about 27%
# HKDC1 inhibitor: inhibitors of human hexokinase HKDC1 | Q2TB90 | recombinant HKDC1, G6PDH/diaphorase resazurin coupled fluorescence | AID 493160 | 340,000 compounds, 0.16% hits | inhibition, % at 20 µM;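 active means inhibition above about 35% when tested at 20 µM, limit read from the data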;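 further: plate controls were DMSO wells with enzyme for no effect and DMSO wells lacking enzyme for full effect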
#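 Assay system: recombinant HKDC1 hexokinase; detection: coupled resazurin fluorescence, excitation 525 nm, emission 613 nm; benchmarks: DMSO-plus-enzyme-mix negative control, buffer-substituted positive control; compound dosing: single 20 µM dose; schedule: 90 min at room temperature in dark; also added: glucose plus 1 mM ATP as hexokinase substrates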
# SENP7 block: inhibitors of human SENP7 protease | recombinant SENP7, Z-RLRGG-aminoluciferin luminescence, 40 min | AID 434973 | 330,000 compounds, 1.5% hits | inhibition, % at 5 µM | Q9BQF6;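 active means inhibition above about 50% at the single test dose, limit read from the data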;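 further: plate controls were DMSO with enzyme for no effect and no enzyme buffer wells for full effect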
# SENP6 inh: inhibitors of human SENP6 protease; 330,000 compounds, 1.8% hits; Recombinant SENP6 catalytic domain, aminoluciferin luminescence; inhibition, % at 10 µM; Q9GZR1;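 active means inhibition above about 50% at the single tested dose, limit read from the data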;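 further: plate controls were DMSO wells with enzyme for no effect and DMSO wells lacking enzyme for full effect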
# Apaf1 inhib: inhibitors of human Apaf-1 apoptosome | reconstituted apoptosome caspase-3 activity, DEVD-Rh110 fluorescence | 330,000 compounds, 0.71% hits | inhibition, % at 20 µM; active means inhibition of at least 40% at 20 µM;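 further: plate controls were DMSO wells for no effect and DEVD-CHO caspase inhibitor wells for full effect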
#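 Assay system – apoptosome proteins · Medium – Hepes buffer, pH 7.5 · Also added – cytochrome c with DEVD-Rh110 · Timing – 30 min compound preincubation, 50 min activation, room temperature · Detection – Rh110 fluorescence, excitation 480 nm, emission 540 nm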
# The depositor's hits bear a star; . = not tested or not shown.
SMILES,SENP1 inh,PfGluPho inh,SENP8 block-1,SENP8 block-2,HKDC1 inhibitor,SENP7 block,SENP6 inh,Apaf1 inhib
O=C(O)c1ccc(N2C(=O)CSC2c2cccc([N+](=O)[O-])c2)cc1 (stereo unspecified),2,-19,-8,4,-12,0,-14,-2
CC(C)n1c(SCC(=O)NC2CC2)nnc1C1CC1,1,-8,1,16,-5,-8,1,6
NS(=O)(=O)c1ccc(CNC(=O)C(c2ccccc2)c2ccccc2)cc1,1,-16,7,13,1,0,3,7
CCCCSc1nc(O)cc(=O)n1CC,1,6,-9,18,-4,2,24,5
O=c1c2ccccc2cnn1Cc1ccc(Cl)c(Cl)c1,1,-12,-7,7,7,0,-22,5
CNC(=O)c1ccc(NC(=O)Cc2ccc(S(=O)(=O)N3CCOCC3)s2)cc1,-5,2,10,13,-7,4,0,1
Cc1ccc(CNS(=O)(=O)c2ccc3c(c2)CCN3C(=O)C2CCC2)cc1,3,-9,-3,12,-7,-8,-3,7
O=C(NCc1ccco1)c1csc2c1CCCCC2,-1,4,1,4,14,2,-7,-6
Cc1onc(-c2ccccc2)c1-c1nnc(COC(=O)c2ccc(O)cc2)o1,0,-12,5,5,1,-5,-2,3
O=C(Nc1ccc2c(c1)OCO2)c1cc(-c2ccc(O)cc2)on1,0,2,6,1,6,0,1,0
COc1ccc(CCn2nnnc2C(c2ccccc2)N2CCN(C)CC2)cc1OC (stereo unspecified),3,-13,-3,6,0,6,0,0
Cc1ccc(S(=O)(=O)N2CCN(c3ncnc4ccccc34)CC2)cc1,0,-1,-3,-15,-1,1,-8,-2
Brc1ccc(-c2cn3nc4c(nc3n2)CCCC4)cc1,-15,8,74*,-406,-2,20,70*,41*
COC(=O)c1sccc1NC(=O)c1ccc(Cl)s1,0,-12,8,-25,10,14,-1,-2
Cc1csc2c(=O)sc(NC(=O)c3ccco3)nc12,-169,-2,-7,-96,-4,-1,2,-11
COc1ccc(CN2CC(=O)N(c3cc(Cl)ccc3OC)C2=S)cc1OC,2,11,-3,13,0,2,-7,11
CNC(=O)c1c(Cl)cnn1-c1ccccc1,-1,-1,-5,8,-7,-1,2,-12
Cc1ccc(O)c(CP(=O)(c2ccccc2)c2ccccc2)c1,1,14,5,11,-5,-1,2,-8
COc1ccccc1CNC(=O)C1CCN(S(=O)(=O)c2ccc3c(c2)CC(C)N3C(C)=O)CC1 (stereo unspecified),2,-10,-4,4,-6,9,15,0
NC(=O)c1ccccc1NC(=O)CCc1ccccc1,0,4,-17,-28,-9,-13,-4,-6
COc1ccc(NC(=O)CN(C)CC(=O)NC2CCCCC2C)cc1 (stereo unspecified),1,17,-4,9,-2,-3,-22,-3
O=C(CSc1nc2ccccc2n1Cc1ccc(Cl)cc1)N/N=C/c1ccccc1C(=O)O,-2,-4,-1,6,-2,3,-5,9
CC(OC(=O)C(NC(=O)c1ccco1)C(C)C)C(=O)Nc1ncc(Cl)cc1Cl (stereo unspecified),0,2,-1,3,-6,2,-16,-1
CCn1c(=O)cc(SCC(=O)N(C)Cc2ccccc2)c2ccccc21,2,1,-6,-26,2,-13,-17,20
CN1CCN(C(=O)c2cc3cc(Cl)ccc3[nH]2)CC1,0,-6,-6,3,-5,1,3,8

# One compound at a time, from the list above:
# COc1ccc(NC(=O)CN(C)CC(=O)NC2CCCCC2C)cc1 (stereo unspecified) across the screens: SENP1 inh: 1; PfGluPho inh: 17; SENP8 block-1: -4; SENP8 block-2: 9; HKDC1 inhibitor: -2; SENP7 block: -3; SENP6 inh: -22; Apaf1 inhib: -3
# CC(C)n1c(SCC(=O)NC2CC2)nnc1C1CC1 across the screens: SENP1 inh: 1; PfGluPho inh: -8; SENP8 block-1: 1; SENP8 block-2: 16; HKDC1 inhibitor: -5; SENP7 block: -8; SENP6 inh: 1; Apaf1 inhib: 6

# (further entries)
SMILES,SENP1 inh,PfGluPho inh,SENP8 block-1,SENP8 block-2,HKDC1 inhibitor,SENP7 block,SENP6 inh,Apaf1 inhib
Cc1ccccc1C1C(C#N)=C2N=C(N)c3c(sc4c3CCCCC4)N2C2=C1C(=O)CCC2 (stereo unspecified),-23,-4,9,-162,6,-2,9,22
C=Cc1ccc(Cn2c(=O)n(CCCOC)c(=O)c3sccc32)cc1,2,11,-13,6,-1,4,4,-1
CC(C)CNC(=O)NC1C(NC(=O)NCC(C)C)N(C)C(=O)N1C (stereo unspecified),3,-8,-2,3,-2,-6,-15,-6
Cc1c(NC(=O)Nc2cccc([N+](=O)[O-])c2)c(=O)n(-c2ccccc2)n1C,0,-2,-6,9,-3,-7,-14,4
O=C1NC2(CCCCC2)C(=O)N1Cc1cccc(C(F)(F)F)c1,1,-17,-10,3,-1,-12,-3,18
NS(=O)(=O)c1ccc(NC(=O)Nc2ccc(Cl)cc2)cc1,-2,14,1,22,-4,-5,-8,1
CCOC(=O)c1sc(NC(=O)c2ccc(S(=O)(=O)N(CC)CC)cc2)nc1C,0,-14,-1,-296,-5,-8,-1,-4
O=C(O)CN(CC(=O)O)CC(=O)O,-4,-13,.,2,-10,.,.,.
CCOc1ncccc1C(=O)N1CCN(C(c2ccccc2)c2ccccc2)CC1,1,8,-3,1,-9,10,5,16
CCCCCCCCNC(=O)CC(NS(=O)(=O)c1ccc(NC(C)=O)cc1)C(C)C (stereo unspecified),3,-16,-15,12,2,-3,-15,10
[S-]C(=Nc1ccc(Cl)cc1)N[n+]1ccccc1,1,48,-14,14,-11,-5,-13,-6
O=C(COC(=O)CC1Sc2ccccc2NC1=O)NCc1ccccc1 (stereo unspecified),3,-4,1,9,-3,-3,-13,6
COc1ccc(CCNC(=O)COc2ccc(S(=O)(=O)NC3CCCCC3)cc2Cl)cc1OC,2,26,-4,15,3,1,-16,15
COc1ccc(Br)c(C(=O)OCC(=O)N2CCc3ccccc32)c1,1,16,2,7,1,7,-9,6
C=CCn1c(SCc2c(C(=O)OC)sc(N)c2C(=O)OC)nnc1-c1ccc(Br)cc1,1,4,-6,15,-2,1,-13,18
CC1CCN(C(=O)C(NS(=O)(=O)c2cccc3nsnc23)C(C)C)CC1 (stereo unspecified),5,-7,-8,5,-2,-13,3,2
CC(C)CN1CCN=C1Nc1ccccc1,-1,-3,1,11,-7,1,-1,-4
CC1CCN(CC(=O)Nc2nn(-c3ccccc3)nc2C(N)=O)CC1,3,4,6,-9,-13,-2,6,-17
COc1ccc(NC(=O)CSCC(=O)Nc2ccccc2N2CCCC2)cc1,-1,2,-8,4,-1,-6,-6,8
O=C(CC(C(=O)O)c1ccc(Cl)cc1)c1ccc(Cl)c(Cl)c1 (stereo unspecified),0,-7,-1,10,4,-10,-17,4
Cc1cc(C)cc(C(=O)Nc2ccc3[nH]c(=O)[nH]c3c2)c1,-2,15,0,1,-3,-1,-14,1
O=C(COc1ccccc1)NC(=S)N1CCc2ccccc21,-4,-6,-6,6,-9,3,-8,0
CC(OC(=O)c1cc2ccccc2[nH]1)C(=O)N(C)c1ccccc1 (stereo unspecified),0,6,-8,-54,-6,-10,-11,8
Cc1cc(C(=O)NNC(=O)c2ccc(C)c([N+](=O)[O-])c2)c(C)o1,2,23,-3,-2,-3,4,-2,1
CN(CC(=O)NCC(c1ccco1)N1CCCCC1)S(=O)(=O)c1ccc(Cl)cc1 (stereo unspecified),0,1,-8,0,-4,-1,-12,5

# Filtered by structure, the entries above containing a nitro group on carbon.
SMILES,SENP1 inh,PfGluPho inh,SENP8 block-1,SENP8 block-2,HKDC1 inhibitor,SENP7 block,SENP6 inh,Apaf1 inhib
O=C(O)c1ccc(N2C(=O)CSC2c2cccc([N+](=O)[O-])c2)cc1 (stereo unspecified),2,-19,-8,4,-12,0,-14,-2
Cc1c(NC(=O)Nc2cccc([N+](=O)[O-])c2)c(=O)n(-c2ccccc2)n1C,0,-2,-6,9,-3,-7,-14,4
Cc1cc(C(=O)NNC(=O)c2ccc(C)c([N+](=O)[O-])c2)c(C)o1,2,23,-3,-2,-3,4,-2,1

# (listing goes on)
SMILES,SENP1 inh,PfGluPho inh,SENP8 block-1,SENP8 block-2,HKDC1 inhibitor,SENP7 block,SENP6 inh,Apaf1 inhib
CSCCC(NS(=O)(=O)/C=C/c1ccccc1)C(=O)NCCc1ccc(S(N)(=O)=O)cc1 (stereo unspecified),1,-4,-4,25,5,12,-8,-7
O=C1Nc2ccc(Br)cc2/C1=C/C1CC=CCC1 (stereo unspecified),-3,-9,0,16,21,-16,-12,28
Nc1c(C(=O)CSc2nccn2-c2ccc(Cl)cc2)c(=O)[nH]c(=O)n1C1CC1,2,6,-3,12,-12,7,2,0
Cc1n[nH]c(C)c1S(=O)(=O)N1CCOCC1,-1,5,-1,14,-4,2,-4,-1
Cc1ccc(S(=O)(=O)n2ccc(OC(=O)c3cccs3)n2)cc1,3,-4,1,0,10,-4,-12,-2
Cc1cc(C)n(CCNS(=O)(=O)c2ccccc2)n1,4,13,8,6,-4,2,-13,-7
Cc1nccn1CCc1nc(N)nc(N)n1,1,-10,-8,9,5,-1,-12,-13
CN1CCCC(OC(=O)c2cc(Br)ccc2Cl)C1 (stereo unspecified),0,-9,0,9,-5,-5,-20,-9
CC(=O)Nc1nc(NC(=O)/C=C/c2ccccc2)n(-c2ccccc2)n1,0,-25,-2,16,-12,5,-4,-4
C=C(Br)CN1[C@@H](Cc2ccccc2)[C@H](O)[C@@]23C=C[C@@H](C[C@@H]2S1(=O)=O)O3,-1,4,-4,7,2,-3,0,8
O=C(CN1C(=O)C2CC=CCC2C1=O)NCC(=O)Nc1ccc(F)c(F)c1F (stereo unspecified),-1,0,4,-3,-3,3,3,-13
Cc1cc(NCCCn2ccnc2)n2nc(C)c(-c3ccccc3)c2n1,1,3,-4,-269,-1,2,-5,1
CC(NC(=O)Nc1cccc([N+](=O)[O-])c1)(C(F)(F)F)C(F)(F)F,-1,5,5,21,8,-10,-5,-11
NC(=S)NC1CCS(=O)(=O)C1 (stereo unspecified),0,-8,-9,-7,2,-6,-30,14
CN(C)S(=O)(=O)c1cccc(NC(=O)CCc2nc3cc(S(=O)(=O)N4CCOCC4)ccc3n2C)c1,-79,-11,4,-37,1,4,-1,5
Cc1cc(C)nc(NS(=O)(=O)c2ccc(NC(=O)C3(c4ccccc4)CCCC3)cc2)n1,0,-17,-12,1,-9,-1,-13,1
c1ccc(-c2csc(=Nc3cccnc3)n2CC2CCCO2)cc1 (stereo unspecified),1,5,-12,10,3,0,-6,-9
C=CCSC1=N/C(=C\c2ccsc2)C(=O)S1,1,-21,2,-11,22,6,-2,-5
CC(=O)Nc1ccc(C(=O)OCc2ccc(Br)cc2)cc1,1,-9,2,5,-3,-1,18,-1
Cc1cc(NS(=O)(=O)c2ccc(NC(=S)NC(=O)/C=C/c3ccccc3)cc2)no1,-2,10,4,10,1,-4,-7,4
COc1cccc2[nH]c3c(Cl)ncnc3c12,-17,-1,5,-428,-9,2,-10,-4
CCN1/C(=C/c2cccc[n+]2C)Sc2ccc(OC)cc21,2,4,-6,32,-7,4,0,0
CCOC(=O)c1c(N)c(C#N)c2n1CCCC2,1,4,0,19,-5,8,-4,2
O=C(CN1C(=O)COc2ccccc21)NCCCN1CCN(c2ccccc2F)CC1,2,-17,-11,-18,-7,-12,-2,10
COc1cccc(CN(C)Cc2c(O)ccc3ccccc23)c1,-3,9,0,-92,17,16,-6,7
O=C(COC(=O)c1cc(Cl)ccc1[N+](=O)[O-])NC1CC1,-1,3,-5,14,-4,-21,-4,-3
COc1ccc(N(C(=O)C2CSC(=O)C2)C(C(=O)NC(C)(C)C)c2ccncc2)cc1 (stereo unspecified),2,-24,4,6,-10,-3,-9,-11
